Screens deposited in PubChem BioAssay by several laboratories.
bIAP inhibitor: intestinal alkaline phosphatase (bovine) inhibition | purified bovine IAP, CDP-star luminescence, 30 min | inhibition, % at 20 µM | 190,000 tested, under 10 active | AID 1019;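 active = over 50% inhibition of intestinal alkaline phosphatase at 20 µM in the single-dose screen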
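Assay system: bovine IAP enzyme; medium: DEA buffer 100 mM, pH 9.8, with MgCl2 1.0 mM, ZnCl2 0.02 mM; doses: 20 µM single dose; incubation: enzyme reaction for 30 min at room temperature; detection: CDP-star luminescence signal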
bIAP activator: intestinal alkaline phosphatase (bovine) activation; purified bovine IAP, CDP-star luminescence, 30 min; hits give high values; fold of DMSO-control signal, blank-subtracted; activation factor at 20 µM; 200,000 compounds, 0.17% hits; AID 1016;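 active = activation factor of 2 or more at 20 µM, a signal rise over negative controls twice the positive control's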
TNAP inh hi DEA: blocks human TNAP under high phosphate acceptor concentration | 200,000 compounds, 0.03% hits | AID 1135 | purified TNAP, CDP-star luminescence, 1 M DEA | P05186 | inhibition, % at 20 µM;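 active = over 50% inhibition of tissue-nonspecific alkaline phosphatase at 20 µM in the single-dose screen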;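 note: plate controls were DMSO wells for no effect and EDTA-quenched wells as full inhibition for full effect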
Target sequence (P05186 whole entry, looked up): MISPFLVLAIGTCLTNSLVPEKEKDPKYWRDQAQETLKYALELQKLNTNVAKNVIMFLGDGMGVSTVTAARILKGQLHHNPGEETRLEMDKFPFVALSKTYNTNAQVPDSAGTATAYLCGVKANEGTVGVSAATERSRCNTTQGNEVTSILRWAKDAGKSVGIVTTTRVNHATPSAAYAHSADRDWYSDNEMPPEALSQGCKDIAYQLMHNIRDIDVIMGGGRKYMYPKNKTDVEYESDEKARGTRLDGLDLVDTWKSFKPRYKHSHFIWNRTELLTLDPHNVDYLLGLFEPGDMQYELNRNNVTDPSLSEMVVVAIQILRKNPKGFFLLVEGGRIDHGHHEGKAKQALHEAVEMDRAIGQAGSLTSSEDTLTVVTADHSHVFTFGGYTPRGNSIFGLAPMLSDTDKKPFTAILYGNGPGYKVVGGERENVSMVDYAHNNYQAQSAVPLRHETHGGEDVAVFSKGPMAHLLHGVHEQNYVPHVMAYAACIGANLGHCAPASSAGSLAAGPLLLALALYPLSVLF
FLuc stim CS: firefly luciferase counter-screen for stimulation assays. AID 1027. activation factor at 10 µM. ATPlite luciferase biochemical, luminescence, 10 min; 0 = ATP-free wells, 1 = DMSO control. 200,000 tested, under 10 active. P08659;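 active = luciferase activation factor, scaled between plate controls, of at least 2 with compound at 10 µM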
Target sequence (P08659 whole entry, looked up): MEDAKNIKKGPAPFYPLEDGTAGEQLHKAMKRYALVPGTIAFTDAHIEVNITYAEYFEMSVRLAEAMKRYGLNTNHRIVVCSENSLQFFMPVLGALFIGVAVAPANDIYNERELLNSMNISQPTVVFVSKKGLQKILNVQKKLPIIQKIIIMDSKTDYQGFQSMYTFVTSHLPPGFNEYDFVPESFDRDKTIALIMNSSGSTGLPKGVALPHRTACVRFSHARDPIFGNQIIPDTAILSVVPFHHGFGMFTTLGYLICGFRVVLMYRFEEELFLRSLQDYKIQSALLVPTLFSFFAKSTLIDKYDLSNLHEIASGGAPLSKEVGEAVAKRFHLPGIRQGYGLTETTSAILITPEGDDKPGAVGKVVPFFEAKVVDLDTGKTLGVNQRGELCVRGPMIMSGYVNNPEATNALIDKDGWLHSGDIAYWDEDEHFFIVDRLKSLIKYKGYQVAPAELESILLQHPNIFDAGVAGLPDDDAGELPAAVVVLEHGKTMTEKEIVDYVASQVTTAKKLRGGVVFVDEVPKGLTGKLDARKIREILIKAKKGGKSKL
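Material: luciferase plus luciferin reagent, cell-free. Medium: PBS buffer for ATP. Also added: ATP substrate, dispensed from a 10.24 µM working solution in PBS. Doses: test compounds dosed from 2 mM stocks in 100% DMSO. Incubation: 10 min post-reagent at room temperature. Technique: light output (luminescence). Read-out basis: luminescence gain marking luciferase activators.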
L major viab: Leishmania major promastigote growth inhibition; Leishmania major promastigotes, resazurin fluorescence viability; inhibition, % at 10 µM; 200,000 compounds, 9% hits; in the data active = inhibition above about 50%;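 note: promastigotes grown with compound for 44 hours at 28 °C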
TNAP act hiacc: activators of human TNAP at high phosphate acceptor concentration; purified TNAP, CDP-star luminescence, 1 M DEA, 30 min; hits give high values; 0 = EDTA background, 1 = DMSO-only activity; activation factor at 20 µM; 200,000 tested, under 10 active; AID 1136;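 active = activation factor at least 2 at 20 µM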
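Measured by: Luminescent substrate turnover signal | Test system: Human TNAP | Input: TNAP 1/800 final | Dosing: 20 µM single point | Schedule: 30 min, room temperature | Controls: EDTA wells as negative control, DMSO wells as positive control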
RAM network inh: blocks the yeast RAM network. AID 868. inhibition, % at 50 µM. 190,000 compounds, 1.8% hits. S. cerevisiae dse1pr::URA3 reporter, 5-FOA growth OD615, 2 d; analog-sensitive cbk1-as2 kinase mutant strain;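 active = inhibition above a set limit, 3 SD over mean compound inhibition, cut at about 8.4% in these data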;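 note: 0% = DMSO-only wells with no growth and 100% = 10 µM 1-NA-PP1 full growth; inhibition rescues growth on 5-FOA so higher OD means more RAM inhibition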
FLuc inh counter: Photinus pyralis luciferase inhibition counter-screen; ATPLite firefly luciferase biochemical luminescence, 10 min; inhibition, % at 10 µM; 200,000 compounds, 1.5% hits;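 active = inhibition above about 50% when tested at 10 µM, limit read from the data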
APP 5UTR inh: APP translation inhibition. SH-SY5Y APP 5'UTR-luciferase reporter, luminescence. 190,000 compounds, 0.82% hits. AID 1285. inhibition, % at 2 µM;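 active = inhibition above a set limit, derived from the sample mean plus 3 SD, cut at about 45% in these data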; note: values of inactives mirror those of a sister screen read the other way
TNAP inh no acc: inhibitors of human TNAP without phosphate acceptor; inhibition, % at 20 µM; purified TNAP, CDP-star luminescence, 30 min; 200,000 compounds, 0.26% hits; P05186;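 active = tissue-nonspecific alkaline phosphatase inhibition above about 50% at 20 µM in the single-dose screen, limit read from the data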;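 note: 0% = DMSO negative control and 100% = EDTA positive control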
* = called active by the depositor; x = not tested or not shown.

SMILES | bIAP inhibitor | bIAP activator | TNAP inh hi DEA | FLuc stim CS | L major viab | TNAP act hiacc | RAM network inh | FLuc inh counter | APP 5UTR inh | TNAP inh no acc
COc1ccccc1OC(=O)c1cc(Cl)nc2ccccc12 | 14.0 | 0.9 | -5.8 | 1.1 | -5.2 | 1.1 | 1.8 | -7.6 | 3.5 | -3.2
Cc1ccccc1NS(=O)(=O)c1ccc(C(=O)N2CCN(c3ccccn3)CC2)cc1 | -25.8 | 1.3 | -5.3 | 1.1 | 3.8 | 1.1 | 1.4 | -5.7 | -33.5 | -4.3
COC(=O)C1=NNC2(c3ccc(Cl)cc3)C(=O)N(c3ccccc3)C(=O)C12 (stereo not given) | 10.4 | 0.9 | 0.1 | 1.1 | -4.8 | 1 | 3.7 | -6.5 | 6.3 | 2.6
CSc1nnc2c(n1)OC(c1cccn1C)N(C(C)=O)c1ccccc1-2 (stereo not given) | 1.3 | 1 | 0.8 | 1 | 1.7 | 1 | 0.1 | -2.3 | -5.3 | -1.3
CCOC(=O)C(C)Oc1cccc2c(=O)n(CC(=O)N3CCc4ccccc43)ccc12 (stereo not given) | -0.4 | 1 | -1.4 | 1 | -3.7 | 1 | 5.2 | -4.4 | -1.2 | -4.1
CC(NCc1ccc2c(c1)OCO2)C(=O)NC1CCCc2ccccc21 (stereo not given) | 2.8 | 1 | -3.6 | 1 | 2.6 | 1 | 0.7 | -4.0 | 16.9 | -10.4
O=C(Nc1ccc(C(F)(F)F)cc1)c1cccnc1N1CCOCC1 | 6.2 | 0.9 | -3.2 | 1.1 | -5.6 | 1 | 1.1 | -8.8 | 0.3 | -11.9
Cc1ccc(/C=C2/C(=O)c3ccc(C(=O)O)cc3C2=O)o1 | 9.6 | 0.9 | 6.6 | 0.6 | -8.9 | 0.9 | -0.9 | 41.8 | 1.0 | 9.7
COc1ccc(-c2csc3[nH]c(=S)n(-c4ccccc4)c(=O)c23)cc1OC | 0.6 | 1 | -3.8 | 1 | -3.8 | 1 | 2.9 | -0.7 | 10.3 | -1.7
CC(C(=O)Nc1ccccc1Cl)c1ccc([N+](=O)[O-])cc1 (stereo not given) | -9.9 | 1.1 | -3.2 | 1.1 | -2.8 | 1 | 0.1 | -9.2 | -24.1 | -10.1
CSc1nnc(-c2cc(-c3ccc(C)cc3)nc3ccccc23)o1 | 21.8 | 0.8 | -5.0 | 1 | 63.6* | 1.1 | 2.8 | -1.6 | -2.5 | -3.4
CC1CCN(c2ccc(NC(=O)c3cccnc3)cc2)CC1 | 11.5 | 0.9 | 2.6 | 0.7 | 11.9 | 1 | 0.7 | 28.0 | -62.6 | -5.2
CC(C)(C)c1ccc(NC(=O)COC(=O)CCc2nc3ccccc3c(=O)[nH]2)cc1 | -31.1 | 1.3 | -5.6 | 1 | -1.3 | 1.1 | 5.3 | -0.1 | -11.7 | -3.8
O=C(CC1SC(=Nc2ccccc2)N(CCO)C1=O)Nc1ccccc1 (stereo not given) | -4.7 | 1 | -5.0 | 1 | -5.2 | 1.1 | -0.4 | -0.4 | -7.8 | -3.9
Cc1ccc(C)c(S(=O)(=O)ON2C(=O)c3ccccc3C2=O)c1 | 18.3 | 0.8 | 0.7 | 1 | -4.6 | 1 | -1.7 | -3.4 | 39.3 | -15.4
COc1ccc(CNc2oc(-c3cccc4ccccc34)nc2C#N)cc1 | 6.1 | 0.9 | -3.4 | 1.1 | -6.0 | 1 | 14.9* | -7.0 | -1.0 | -7.0
Cc1ccc2c(c1)NC(c1cccs1)C1=C(CC(C)(C)CC1=O)N2 (stereo not given) | -4.6 | 1 | -7.4 | 1.1 | 18.6 | 1.1 | 0.9 | -6.8 | -18.8 | -15.9
COc1cccc(NC(=S)N(Cc2ccc(C)cc2)Cc2ccccn2)c1 | -0.9 | 1 | -3.4 | 1.1 | 94.4* | 1 | -1.2 | -8.9 | 8.1 | -17.0
Cc1nc2cc(-c3ccccc3)nn2c(C)c1CCC(=O)N1CCN(c2ccccn2)CC1 | -6.4 | 1.1 | -4.2 | 1 | 39.4 | 1 | -0.9 | -0.8 | 22.7 | 13.5
CCOC(=O)c1cnn(-c2cc(C(C)(C)C)nc3c(-c4ccccc4)c(C)nn23)c1N | -0.9 | 1 | 9.6 | 1 | -0.7 | 0.9 | 4.7 | -3.1 | -12.0 | -9.7
Cc1cccc2cc(CN(Cc3ccc(F)cc3)Cc3nnnn3C3CCCC3)c(=O)[nH]c12 | 4.0 | 1 | -8.3 | 1.1 | 20.4 | 1.1 | 4.2 | -9.4 | 11.5 | 5.1
CCOc1ccc(CCNC(=O)COC(=O)c2ccc(OC)c(OC)c2OC)cc1OCC | -15.0 | 1.1 | -6.6 | 1.1 | 65.7* | 1.1 | 1.4 | -7.6 | -14.2 | -5.3
CC1(C)Cc2c(sc3nnn(Cc4ccccc4)c(=O)c23)CO1 | -3.0 | 1 | -2.0 | 1 | 9.2 | 1 | 0.4 | -3.1 | -6.1 | -12.9
Cc1ccccc1Cn1ccc(NC(=O)c2cc3nc(-c4ccco4)cc(C(F)(F)F)n3n2)n1 | -2.6 | 1 | -2.7 | 1 | -1.2 | 1 | 4.5 | -3.5 | -5.7 | -7.9
Cc1ccc(NC(=S)Nc2ccc3cn[nH]c3c2)cc1C | -4.0 | 1 | -2.3 | 1.1 | 27.8 | 1 | -0.7 | -6.8 | -20.1 | -6.6
(further entries)
SMILES | bIAP inhibitor | bIAP activator | TNAP inh hi DEA | FLuc stim CS | L major viab | TNAP act hiacc | RAM network inh | FLuc inh counter | APP 5UTR inh | TNAP inh no acc
Cc1ccc(NC(=O)Cn2ccsc2=N)c([N+](=O)[O-])c1 | -12.2 | 1.1 | 1.5 | 1 | 16.8 | 1 | 0.2 | -2.5 | -12.0 | 0.7
Cc1nc(C(=O)N2CCc3c([nH]c4ccccc34)C2c2ccccn2)cs1 (stereo not given) | -8.6 | 1.1 | 0.3 | 1 | 9.3 | 1 | 0.4 | -4.5 | 6.5 | -4.2
COc1ccc(NC(=O)CC2C(=O)OCC3CCCCN32)cc1Cl (stereo not given) | 19.4 | 0.8 | 3.5 | 1 | 0.2 | 1 | 1.3 | -1.9 | -21.2 | -9.4
COC(=O)c1c(NC(=O)Cc2cccs2)sc2c1CCC(C)C2 (stereo not given) | 22.9 | 0.8 | -5.4 | 1.1 | 1.1 | 1.1 | 3.0 | -5.5 | -7.3 | -4.6
COC(=O)C1=C(C)NC(C)=C(C(=O)OC(C)C)C1c1cccc2nonc12 (stereo not given) | -5.7 | 1.1 | -1.7 | 1 | x | 1 | x | -4.7 | x | -2.7
Cc1ccc(Oc2ncnc3sccc23)cc1 | 13.2 | 0.9 | -6.2 | 0.9 | -7.3 | 1.1 | 2.3 | 12.0 | -56.8 | -8.2
O=C(COc1ncnc2c(Cl)cc(Cl)cc12)NC1CCCCCC1 | -1.0 | 1 | 2.1 | 1 | -2.9 | 1 | 4.7 | -0.9 | 1.0 | -4.1
Cc1cc(S(=O)(=O)N(Cc2ccccn2)Cc2ccco2)ccc1-n1cnnn1 | 2.4 | 1 | -11.1 | 1.1 | -5.8 | 1.1 | 0.3 | -8.5 | -1.9 | -15.1
Cc1ccc(NC(=O)c2cc3ccccc3o2)cc1S(=O)(=O)N(C)C | 19.9 | 0.8 | 0.0 | 0.3 | 3.3 | 1 | 0.6 | 72.5* | -48.8 | -5.8
CCn1c2ccccc2c2nnc(SCC(=O)c3ccccc3)nc21 | 17.4 | 0.8 | -2.8 | 1 | 18.3 | 1 | 3.6 | -3.8 | -4.5 | -4.6
O=[N+]([O-])c1nn(-c2ccc3c(c2)OCCO3)n(O)c1=NCc1ccccc1Cl | 27.9 | 0.7 | 3.8 | 0.9 | 81.7* | 1 | 4.8 | 10.8 | -32.3 | 3.5
C=CCn1c(N)cc(=O)nc1SCC(=O)N1CCN(c2ccc(F)cc2)CC1 | -5.6 | 1.1 | -2.2 | 1 | -5.0 | 1 | 0.7 | -1.4 | 7.2 | -6.7
O=C(CCCOc1ccc(Cl)cc1Cl)NCc1ccccn1 | -6.8 | 1.1 | 3.5 | 0.9 | -4.2 | 1 | 1.1 | 7.3 | -11.7 | -1.9
CCOC(=O)CNC(=O)c1cc(C)oc1C | 1.8 | 1 | -5.4 | 1 | -2.8 | 1.1 | 1.1 | -2.5 | -0.4 | -9.0
COc1ccc(-c2nc(CS(=O)CC(=O)NCc3ccc(Cl)cc3)c(C)o2)cc1 (stereo not given) | 5.4 | 0.9 | -7.1 | 1.1 | -1.8 | 1.1 | 2.8 | -7.5 | x | -2.1
O=C(COc1ccc(=O)n(-c2ccccc2)n1)Nc1ccccc1 | 9.4 | 0.9 | -0.7 | 1 | -3.3 | 1 | 2.1 | 0.1 | 19.1 | -5.8
O=C(O)c1cccnc1-c1ncccc1C(=O)O | 3.3 | 1 | -2.6 | 1 | -4.5 | 1 | 0.1 | 2.2 | -2.0 | -8.3
Cc1ccc(CN(C(=O)c2ccco2)C(C(=O)NC2CCCC2)c2cccnc2)cc1 (stereo not given) | 4.0 | 1 | -8.6 | 1.1 | 9.2 | 1.1 | -1.3 | -9.1 | -24.1 | -8.3
COc1cc(CNCCO)ccc1OCC(=O)Nc1ccc(Br)cc1 | -3.9 | 1 | 0.6 | 1 | 100.3* | 1 | 0.4 | -0.1 | -19.2 | -3.6
CCCCOCCCNc1ncnc2c1[nH]c1ccccc12 | 13.1 | 0.9 | -6.1 | 1 | 79.8* | 1.1 | 0.0 | 3.5 | 5.0 | -23.4
N#C/C(=C\c1sc(N2CCOCC2)nc1-c1ccccc1)C(=O)Nc1cccc2ccccc12 | -0.2 | 1 | 24.1 | 1.1 | 38.2 | 0.8 | 7.0 | -5.9 | -17.2 | 22.7
Cc1ccc(C)c(SCC(=O)Nc2cccc(S(=O)(=O)NC3=NCCCCC3)c2)c1 | 2.8 | 1 | -5.6 | 1.1 | 3.5 | 1.1 | 1.7 | -5.5 | 5.8 | -17.8
CCOC(CNC(=O)c1ccc2c(c1)ncn2-c1ccc(F)c(F)c1)OCC | -26.0 | 1.3 | -0.8 | 1.1 | 13.0 | 1 | 1.5 | -6.5 | 2.7 | -9.0
COc1ccccc1NC(=O)/C(C#N)=C/c1c(C)nn(-c2ccc(F)cc2)c1Cl | 9.9 | 0.9 | -2.8 | 1.1 | 0.9 | 1 | 1.3 | -7.8 | -7.2 | -13.3
CCN1C(=O)C2(C(C#N)=C(N)Oc3n[nH]c(-c4ccc(Cl)cc4)c32)c2ccccc21 (stereo not given) | -10.6 | 1.1 | -3.3 | 1 | 5.0 | 1 | 2.0 | -2.3 | 3.5 | 3.3

Record cards, as listed above. Screens in order: bIAP inhibitor, bIAP activator, TNAP inh hi DEA, FLuc stim CS, L major viab, TNAP act hiacc, RAM network inh, FLuc inh counter, APP 5UTR inh, TNAP inh no acc
COc1cc(CNCCO)ccc1OCC(=O)Nc1ccc(Br)cc1 in the list: -3.9, 1, 0.6, 1, 100.3*, 1, 0.4, -0.1, -19.2, -3.6
COC(=O)C1=C(C)NC(C)=C(C(=O)OC(C)C)C1c1cccc2nonc12 (stereo not given) in the list: -5.7, 1.1, -1.7, 1, x, 1, x, -4.7, x, -2.7
CCCCOCCCNc1ncnc2c1[nH]c1ccccc12 in the list: 13.1, 0.9, -6.1, 1, 79.8*, 1.1, 0.0, 3.5, 5.0, -23.4
